Compound activity as filed in PubChem BioAssay.
E-sel TNF inh: E-selectin induction blockers in HUVEC – imaging, immunofluorescence, high content, primary screen. HUVEC TNFa-induced E-selectin immunofluorescence. inhibition, % at 2 µM. actives 0.71% (n = 120,000). AID 1246, 2008;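 active means inhibition above the batch mean plus 3 SD, and confirmed as a hit on visual image review, cut at about 43% in these data; inconclusive means passes the inhibition cutoff but fails visual image review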;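 further: 0% = TNF-stimulated DMSO wells and 100% = unstimulated control wells; not every result past the cut was called active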
MRP1 act: H69AR viability gain despite doxorubicin, primary screen, MRP-1 activator project, H69AR cells, CellTiter-Glo. viability rescue. viability increase, % at 10 µM. actives 0.61% (n = 140,000). AID 799, 2007;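 active means viability gain under doxorubicin at or above a set limit, the compound median plus 3 SD, cut at about 4.7% in these data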;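 further: MRP-1 overexpressing cells given doxorubicin 25 µM after compound pretreatment; 18-22 h compound pretreatment then 72 h with doxorubicin before readout; 0% = doxorubicin-only wells and 100% = vehicle-treated cells without doxorubicin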
GALR2 blocker: GALR2 antagonists in receptor-expressing cells, primary screen | actives 0.39% (n = 140,000) | antagonist mode | inhibition, % at 4 µM; in the data active means inhibition above about 27%;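 further: cells stimulated with galanin 1-16 at roughly its EC80; 0% = agonist challenge control and 100% = basal control without agonist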
Target sequence (O43603 whole entry, looked up): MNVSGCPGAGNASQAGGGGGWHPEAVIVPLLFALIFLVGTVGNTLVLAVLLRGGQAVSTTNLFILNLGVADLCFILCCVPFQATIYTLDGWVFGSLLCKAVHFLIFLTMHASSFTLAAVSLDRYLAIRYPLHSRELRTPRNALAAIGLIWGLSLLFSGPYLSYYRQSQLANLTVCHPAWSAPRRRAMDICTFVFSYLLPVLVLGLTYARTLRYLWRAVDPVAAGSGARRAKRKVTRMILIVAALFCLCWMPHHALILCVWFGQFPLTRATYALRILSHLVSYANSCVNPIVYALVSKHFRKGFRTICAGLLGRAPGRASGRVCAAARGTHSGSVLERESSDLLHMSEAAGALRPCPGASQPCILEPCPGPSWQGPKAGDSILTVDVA
Yeast life ext: compounds extending yeast replicative lifespan, primary screen, S. cerevisiae, OD615 | S. cerevisiae growth with nicotinamide; deaD strain in restrictive glucose medium | inhibition of the nicotinamide effect, % at 10 µM | actives 0.68% (n = 130,000) | AID 775, 2007;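 active means inhibition above a set limit, placed 3 SD over the median of all compounds, cut at about 26% in these data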;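 further: 0% = nicotinamide-treated wells and 100% = cells grown without nicotinamide; some compounds called inactive have numbers as strong as hits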
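assay system = DeaD-strain S. cerevisiae | buffer or medium = restrictive glucose medium | reagent = 1.5 mM nicotinamide | compound = 10 µM single point, 0.25% DMSO | incubation = 48 h compound exposure at 30 °C, humidified | signal = OD615 measurement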
PTEN del growth: growth suppression of PTEN-null HCT116, primary screen, cell-based, CellTiter-Glo; HCT116 PTEN-null viability, 60 h; active compounds read low; viability, % at 10 µM; actives 1.2% (n = 140,000); AID 827, 2007;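 active means viability at or below a set limit, 4 SD under the median of all tested compounds, cut at about 3.7% in these data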;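 further: PTEN knockout HCT116 line with beta catenin targeted HCT116 as companion control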
Yeast growth inh: growth inhibitors of yeast BB579 in restrictive medium, primary screen, yeast lifespan-shortening project, S. cerevisiae. actives 0.51% (n = 140,000). AID 804, 2007. inhibition, % at 10 µM. OD615, 48 h;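 active means inhibition above a set limit, 3 SD over the mean compound inhibition, cut at about 44% in these data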; further: inactives centre near -24
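System: DeaD yeast strain BB579; buffer or medium: CSMM-D dextrose restrictive medium; technique: OD at 615 nm; schedule: 4 h cell preincubation, 48 h compound exposure, 30 °C humidified; doses: single 10 µM dose; controls: amphotericin B 10 µg/mL, positive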
bCat KO growth: primary screen for growth suppressors in beta-catenin knockout HCT116 cells (colon tumor, human) | HCT116 beta-catenin knockout viability, CellTiter-Glo, 60 h; active compounds read low | viability, % at 10 µM | actives 1.5% (n = 140,000) | AID 818, 2007;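 active means viability at or under a set limit, the compound median less 4 SD, cut at about 6% in these data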;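 further: 0% = Hyamine 1622 control at 20 µM and 100% = untreated cell control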
Phagocytosis inh: inhibitors of macrophage phagocytosis, primary screen, imaging, J774A.1 cells, IgG beads. J774A.1 macrophage IgG-bead phagocytosis. actives 0.07% (n = 110,000). inhibition, % at 5 µM;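 active means inhibition above the mean of the plate negative controls plus 5 SD, cut at about 13% in these data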;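 further: phagocytic index as fraction of beads internalized from green versus red external bead signal; plate controls were DMSO negative control for no effect and cytochalasin-D positive control for full effect; some results beyond the cut were filed as inactive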
Measles CPE: compounds protecting cells from measles virus cytopathic effect, primary screen, measles RdRp inhibitor project, single point, MLSMR library, absorbance. Measles virus-infected cells, CPE protection. protection (pct of control), % at 4 µM. actives 1.5% (n = 140,000). AID 841, 2007; in the data active means protection mostly above about 24%, no sharp cut-off; inactive means mostly below about 26%; further: some compounds called inactive have numbers as strong as hits
NPY-Y2 antag: NPY-Y2 receptor antagonists, primary screen, cell-based | inhibition, % at 2.7 µM | actives 0.99% (n = 140,000) | Neuropeptide Y receptor type 2 (Homo sapiens), P49146 | AID 793, 2007 | NPY-Y2 expressing cells, antagonist mode; in the data active means inhibition above about 17%;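 further: 0% = vehicle with agonist challenge and 100% = reference antagonist with challenge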
Target sequence (P49146 whole entry, looked up): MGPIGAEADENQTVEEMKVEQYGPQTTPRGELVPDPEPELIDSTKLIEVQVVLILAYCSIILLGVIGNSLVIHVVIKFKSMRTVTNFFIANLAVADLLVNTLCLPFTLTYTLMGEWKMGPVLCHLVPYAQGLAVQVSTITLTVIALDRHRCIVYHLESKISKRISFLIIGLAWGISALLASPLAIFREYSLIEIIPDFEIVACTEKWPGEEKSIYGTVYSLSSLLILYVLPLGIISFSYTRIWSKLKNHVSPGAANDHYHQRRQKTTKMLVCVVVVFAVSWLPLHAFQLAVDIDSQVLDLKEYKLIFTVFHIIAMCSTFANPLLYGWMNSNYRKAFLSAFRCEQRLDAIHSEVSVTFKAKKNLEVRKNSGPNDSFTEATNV
Numbers without * were called inactive; ? = inconclusive; / = not tested or not shown.

SMILES	E-sel TNF inh	MRP1 act	GALR2 blocker	Yeast life ext	PTEN del growth	Yeast growth inh	bCat KO growth	Phagocytosis inh	Measles CPE	NPY-Y2 antag
CCN(CC)C(=O)c1c[nH]c2ccc(S(=O)(=O)Nc3cc(C)cc(C)c3)cc2c1=O	-18.0	-2.3	-0.9	-17.8	86.7	-25.4	90.6	/	2.1	0.1
Cc1ccc(CSc2nnc(-c3ccncc3)n2C)cc1	1.5	0.6	-17.9	-7.8	101.4	-21.4	100.5	-1.0	5.2	1.5
O=S(=O)(NCc1cccs1)c1cccc2cccnc12	56.3	-0.4	6.8	-6.3	96.4	-24.0	83.3	0.4	13.3	1.3
Cc1ccc2oc(=O)c(/C=C(\O)CC(C)C)nc2c1	2.4	-2.0	5.5	10.7	88.5	3.5	90.2	-1.5	6.7	0.5
Cc1cc(C)cc(NS(=O)(=O)c2cnc(Cl)c(Cl)c2)c1	-73.2	-5.3	4.0	-18.2	84.3	76.2*	84.5	-1.6	10.3	1.4
CC1CCc2sc(C(=O)OCC(=O)NCc3ccc(F)cc3)cc2C1 (centres undefined)	16.3	-3.0	-4.5	7.6	19.8	-44.4	26.1	9.1	12.1	8.6
CCOC(=S)NC(=O)c1sc2ccccc2c1Cl	1.2	8.5*	14.1	-1.4	115.4	14.4	98.0	/	15.6	6.8
CC1N/C(=C\C(=O)c2ccccc2)N(O)C1(C)C (centres undefined)	/	-0.7	0.4	-7.6	82.4	18.5	88.4	-0.8	2.4	0.4
CCC(C)NC(=O)c1cn(-c2cccc(C)n2)cn1 (centres undefined)	/	2.1	2.8	-5.3	99.4	-8.7	94.7	/	16.8	-1.8
CN1CCN(C(=O)c2ccc3c(=O)n4c(nc3c2)CCCCC4)CC1	-5.8	-2.6	1.0	-14.5	96.3	-17.4	97.1	/	4.3	-1.6
CCc1cccc(C)c1NC(=O)COC(=O)C(NS(=O)(=O)c1ccc(Cl)cc1)C(C)O (centres undefined)	32.3	-0.1	-2.0	1.8	97.6	-2.0	95.4	-5.3	9.7	-0.4
c1ccc(CC2CCN(c3nnnn3-c3ccccc3)CC2)cc1	/	-1.2	-0.9	-3.5	84.9	-13.6	89.8	-0.8	4.0	1.7
Cc1ccc(NC(=O)COS(=O)c2ccc(C)cc2)cc1 (centres undefined)	9.2	0.1	5.0	-9.6	105.7	10.0	100.6	-0.9	6.3	6.1
COC(=O)c1c(-c2ccc(C)cc2)csc1NC(=O)C1CC=CCC1C(=O)O (centres undefined)	-3.6	-0.3	-16.3	14.1	94.8	-26.8	95.4	-8.5	47.2*	5.6
COc1cccc2cc(C(=O)N3CCc4ccccc43)c(=O)oc12	11.5	-0.8	-17.1	8.8	101.8	-41.7	102.5	/	15.2	2.1
COc1ccc(C2C(C(N)=O)=C(C)Nc3nc(-c4ccccc4)nn32)cc1OC (centres undefined)	-1.6	-1.9	3.2	-3.9	106.2	-42.8	95.8	0.7	9.6	1.8
CC(Sc1nnnn1C)C(=O)Nc1ccccc1-c1ccccc1 (centres undefined)	-30.6	-2.8	7.7	-7.8	90.1	-5.9	92.5	-0.6	19.7	2.7
Cc1ccccc1N1CCN(C(=S)c2ccc([N+](=O)[O-])cc2)CC1	/	-0.7	10.0	1.0	83.6	-48.5	82.4	/	7.5	3.9
O=C(NC(=S)Nc1ccc(NC(=O)c2ccco2)cc1)c1ccccc1	/	-2.9	2.2	-0.1	92.1	-14.4	86.7	-1.7	11.1	-0.7
N#Cc1c(SCC(=O)N2CCOCC2)nsc1SCC(=O)N1CCOCC1	-13.9	-0.1	3.4	-7.3	93.8	-2.9	92.0	0.3	1.4	-2.0
CCOC(=O)c1cn(Cc2ccc(C)cc2)nn1	/	-0.7	-5.1	-4.2	99.0	-15.1	106.9	-2.1	25.4	-0.3
COc1ccc2c(c1)c1nc(SCC(C)C)n(CCO)c(=O)c1n2C	15.5	-2.0	-3.3	-6.5	63.1	-48.1	77.1	-0.5	11.2	-3.0
Cc1cc2cc(CNC(=O)c3ccc(S(=O)(=O)N4CCCC4)cc3)ccc2n1C	3.5	3.1	-11.1	-2.9	98.4	-42.4	92.2	-0.6	24.0	0.8
Cc1ccc(C)c(C2=CSC3=NS(=O)(=O)CCN23)c1	-0.8	-0.7	3.9	-4.5	97.9	-18.2	98.2	-3.4	27.1	7.0
CC(C)COP(=O)(c1ccc(N(C)C)cc1)C(O)c1ccccc1F (centres undefined)	-15.2	-1.4	-2.0	-4.3	93.4	-40.5	101.0	-2.9	9.9	2.5
(listing goes on)
SMILES	E-sel TNF inh	MRP1 act	GALR2 blocker	Yeast life ext	PTEN del growth	Yeast growth inh	bCat KO growth	Phagocytosis inh	Measles CPE	NPY-Y2 antag
Cc1ccc(N=C2NC(=O)CS2)cc1	-28.2	-0.1	-5.2	-9.6	101.5	7.2	90.2	10.3	31.4	3.5
c1ccc(CCn2nnnc2C(c2cccs2)N2CCOCC2)cc1 (centres undefined)	/	-1.2	/	/	87.7	-8.6	87.9	-2.2	4.4	/
Cc1cc(OCCOc2cccc3cccnc23)cc(C)c1Cl	4.2	-1.2	2.2	-10.3	55.0	-50.0	52.2	-0.1	36.6	3.5
COc1ccc(Cl)cc1C(=O)N1CCN(c2ccccn2)CC1	5.2	-2.4	-5.7	-5.5	76.8	-14.0	72.6	/	24.5	-1.2
O=C(c1cc2cc(Br)ccc2oc1=O)N1CCCC1	/	-1.3	3.0	-8.9	92.5	-2.8	100.4	2.0	2.5	2.6
COc1cccc(NC(=O)c2cn(C)c(=O)c3cc(OC)c(OC)cc23)c1	/	-3.3	-1.4	-13.4	99.4	-46.4	98.3	/	8.8	4.5
Cc1cc(C)n(-c2nc3c(c(=O)[nH]c(=O)n3C)n2C(C)C)n1	-12.8	0.8	-1.6	-12.3	103.7	-6.5	114.0	/	5.1	-0.5
COc1ccc2c3c(cccc13)OCC2=O	-17.6	-2.8	-2.1	-8.3	104.9	6.0	101.7	0.1	7.2	3.0
Cc1ccc2c(c1)nnn2C1CCN(C(=O)C23CC4CC(CC(C4)C2)C3)CC1	19.3	0.4	-21.9	/	67.5	-35.3	66.9	/	6.5	2.4
CCCC(=O)Nc1nc(C)c(-c2csc(Nc3ccccc3OC)n2)s1	-14.3	-2.9	-21.2	-28.6	84.6	-53.6	84.4	1.9	4.0	6.9
Cc1nn(C(=O)c2c([N+](=O)[O-])cnn2C)c(C)c1Cl	-2.7	-2.3	-1.4	/	99.4	-30.8	91.7	/	11.5	2.8
N/C(=N\S(=O)(=O)c1cccs1)c1ccccc1	?	-1.7	8.8	-14.2	101.2	-75.3	90.8	1.0	17.2	7.0
CN(CC(=O)Nc1ccc(Cl)cc1)c1ccc(S(=O)(=O)N2CCCCC2)cc1[N+](=O)[O-]	62.3*	-3.6	4.6	13.3	25.9	-33.6	37.0	-1.5	0.9	-1.9
CN1CCN(/C=N/c2c(C#N)cnn2-c2ccccc2)CC1	-11.6	-2.9	9.7	-5.7	86.8	-46.5	77.8	2.6	14.2	2.7
COc1cc(NC(=S)N2CCN(c3ccccn3)CC2)cc(OC)c1	-8.1	0.9	-4.3	2.4	86.8	-15.9	86.1	-15.0	30.7*	0.9
O=C1CSC(=S)N1N=C1CCCCCC1	/	5.9*	-16.0	-3.0	99.4	-32.8	96.7	-6.3	25.4	3.5
CC12CCC(=O)N1C(C(=O)OCC(=O)Nc1sccc1C#N)CS2 (centres undefined)	-4.3	-1.3	3.3	-3.0	104.6	-72.4	107.0	-0.3	22.8	0.1
CCOC(=O)CSc1nc(N)c(C#N)c(-c2ccc(OCC)cc2)c1C#N	38.6	-0.5	14.8	-10.2	96.0	-38.4	101.5	1.9	3.7	-2.1
COC(=O)c1cc(C)sc1NC(=O)C1CC(=O)NN1Cc1ccccc1 (centres undefined)	/	-1.5	9.3	-5.8	85.7	-13.9	92.0	-6.7	1.6	0.6
Cc1nn(Cc2ccccc2)c(C)c1NC(=O)CSc1nnc(-c2cc(Cl)ccc2O)n1C	-21.4	-1.0	25.8	-17.1	71.8	-24.1	77.2	3.0	18.4	-1.4
COC(=O)CSc1snnc1-c1ccc(Cl)c(Cl)c1	1.9	0.0	2.5	2.5	114.1	-52.0	104.1	0.1	26.8	10.4
CSc1cccc(NC(=O)c2c(Cl)cnn2C)c1	14.2	0.4	-4.5	-17.1	97.6	0.0	95.2	-0.4	7.3	2.8
Cc1cccc(NS(=O)(=O)c2cccc3nsnc23)c1	0.7	-3.5	8.3	-5.3	95.1	-24.2	90.8	/	1.2	1.8
Cc1nc2ccccc2c(=O)n1/N=C/c1ccc(N(C)C)cc1	28.2	-3.2	8.5	-26.0	98.0	-23.6	102.5	/	4.4	-0.8
c1ccc2nc3c(nc2c1)[nH]c1ccccc13	1.1	-3.2	10.2	/	79.9	76.9*	87.9	0.1	12.3	1.2
The list goes on:
SMILES	E-sel TNF inh	MRP1 act	GALR2 blocker	Yeast life ext	PTEN del growth	Yeast growth inh	bCat KO growth	Phagocytosis inh	Measles CPE	NPY-Y2 antag
O=C(O)c1ccc(-c2ccc(O)c(F)c2)cc1	/	-0.9	6.8	-7.1	96.1	-15.2	90.7	-0.4	4.1	6.4
Cc1ccc(CNC(=O)CCS(=O)(=O)c2cccc3nonc23)cc1	9.6	-0.9	6.1	1.5	100.0	-40.8	101.2	-3.6	4.5	0.8
CCOC(=O)CC(=O)Nc1ccc(C(=O)OCC)cc1	-35.8	0.9	-12.4	-11.3	108.0	-20.3	106.6	-0.1	16.8	0.2
CC1CCN(C(=O)c2ccc(NC(=O)C3CCCO3)cc2)CC1 (centres undefined)	31.9	-0.2	7.1	-7.3	98.7	-20.1	101.0	3.0	8.5	1.5
CC(=NCc1cccc(Cl)c1)c1nc(-c2ccco2)oc1O	0.9	0.1	-11.5	-9.1	88.7	-15.6	83.8	1.8	7.3	4.3
Cc1nc2ccc(NC(=O)N3CCSCC3)cc2s1	16.4	1.6	-36.3	-17.8	101.5	13.2	110.1	/	12.9	2.0
COc1cc(-c2n[nH]c(=S)n2-c2cccc(C(F)(F)F)c2)cc(OC)c1OC	/	-2.9	2.7	-0.1	88.2	-23.0	86.2	-0.5	4.5	4.4
CCN1CCN(/C=N/c2nc3c(s2)CCCC3)CC1	-13.9	-3.3	3.6	-17.1	81.5	-7.7	94.6	0.1	25.2	3.2
CS(=O)(=O)N(CC(=O)N1CCc2ccccc2C1)Cc1ccc(Cl)cc1	22.4	-3.7	-14.1	2.9	72.3	-47.0	83.9	-2.2	1.1	6.0
CCCCc1nc(NCCN2CCOCC2)c(C#N)c2c1COC(C)(C)C2	2.1	-3.9	2.9	-5.9	89.5	-36.7	90.9	-0.8	5.7	-0.4
